# HTR5A inv ag: inverse agonist of human HTR5A in OPRM1-OPRD1 counter-screen; HTR5A cell line, luminescence, inverse agonism; hit rate 0.083% among 340,000; AID 504634; inhibition, % at 9.3 µM; P47898; in the data active = inhibition mostly above about 23%, no sharp cut-off; inactive = mostly below about 18%;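 note: 0% = cells with DMSO and 100% = no-cell wells with DMSO; some compounds called inactive have numbers as strong as hits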
# OPRM1-OPRD1 inv: mu-delta opioid heterodimer inverse agonism | inhibition, % at 9.3 µM | P35372+P41143 | hit rate 0.21% among 340,000 | cell-based MOR-DOR heterodimer luminescence; in the data active = inhibition above about 22%, passing the limit was not always enough;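 note: 0% = cells with DMSO and 100% = wells without cells with DMSO; values of inactives mirror those of a sister screen read the other way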
# Target sequence (P35372 whole entry, looked up): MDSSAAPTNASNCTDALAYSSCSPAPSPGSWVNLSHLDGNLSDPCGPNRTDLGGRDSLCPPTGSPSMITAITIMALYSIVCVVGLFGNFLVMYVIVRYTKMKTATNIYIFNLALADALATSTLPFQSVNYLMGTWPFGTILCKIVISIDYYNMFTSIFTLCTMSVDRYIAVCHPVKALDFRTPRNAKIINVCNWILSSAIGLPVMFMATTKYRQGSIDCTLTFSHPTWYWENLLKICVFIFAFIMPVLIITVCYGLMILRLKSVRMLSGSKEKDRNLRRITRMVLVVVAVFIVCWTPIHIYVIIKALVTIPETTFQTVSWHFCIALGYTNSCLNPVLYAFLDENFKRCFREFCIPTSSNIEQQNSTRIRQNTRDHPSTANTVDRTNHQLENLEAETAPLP
# Target sequence (P41143 whole entry, looked up): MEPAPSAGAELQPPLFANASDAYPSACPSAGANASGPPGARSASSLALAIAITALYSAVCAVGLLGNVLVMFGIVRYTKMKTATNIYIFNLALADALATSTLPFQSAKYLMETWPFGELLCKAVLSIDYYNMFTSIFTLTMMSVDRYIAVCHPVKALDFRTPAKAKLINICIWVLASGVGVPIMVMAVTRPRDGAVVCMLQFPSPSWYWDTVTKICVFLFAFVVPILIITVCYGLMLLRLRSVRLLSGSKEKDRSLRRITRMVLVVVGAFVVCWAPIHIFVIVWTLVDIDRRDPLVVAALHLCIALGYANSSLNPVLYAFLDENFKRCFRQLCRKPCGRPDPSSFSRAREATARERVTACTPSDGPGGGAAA
# HTR5A ag ctr: activates human HTR5A in OPRM1-OPRD1 agonist counter-screen. hit rate 0.61% among 340,000. activation, % at 9.3 µM. HTR5A agonist assay, luminescence, cell-based. P47898; in the data active = activation mostly above about 9.5%, no sharp cut-off; inactive = mostly below about 7.6%;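 note: 0% = cells with vehicle only and 100% = reference agonist; strong numbers were not always called active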
# phage Ecoli inh: E. coli growth loss with phage present; inhibition, % at 11.9 µM; AID 651602; hit rate 0.26% among 360,000; growth absorbance; in the data active = inhibition above about 11%
# MOR-DOR ag: OPRM1-OPRD1 heterodimerization agonism. activation, % at 9.3 µM. cells, luminescence. P35372+P41143. hit rate 0.3% among 340,000. AID 504326; in the data active = activation above about 18%;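 note: 0% = vehicle-treated cells and 100% = reference agonist; values of inactives mirror those of a sister screen read the other way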
# Pemphigus Ab inh: inhibitors of pemphigus antibody binding to human desmoglein-3 | P32926 | DSG3-coupled beads, scFv-anti-DSG3-GFP binding, flow cytometry; stronger effect = lower value | binding (percent of control), % at 10 µM | hit rate 0.48% among 310,000 | AID 588358;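 active = binding more than 3 SD below its plate's average and above zero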; note: some compounds called inactive have numbers as strong as hits
# SUMO Mot1 rescue: SUMOylation pathway inhibition by Mot1-301 growth rescue; S. cerevisiae Mot1-301 growth rescue, ATP luminescence, 38.5C; percent above DMSO median, 100 means doubled; growth rescue, % at 18.8 µM; hit rate 1% among 320,000; AID 2716;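 active = every valid replicate shows activation above 250% relative to neutral control wells; inactive = the rest, any valid replicate at or below 250%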;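 note: OY570 slx delta 5 strain wells were the positive control but not used for scaling; some compounds called inactive have numbers as strong as hits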
# PKA-R1A act: activators of PKA-R1A complex | P00514+P68181 | PKA-R1A dissociation, Cy5-IP20 fluorescence polarization; scaled: DMSO 0%, 113 µM cGMP 100% | activation, % at 11.4 µM | hit rate 0.083% among 340,000 | AID 504707;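 active = percent activation above the mean of all tested compounds plus 3 SD, cut at about 19% in these data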;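 note: higher means more PKAc released from R1A so a rise in polarization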
# AddAB inh: less growth of phage-infected E. coli with AddAB | E. coli expressing H. pylori AddAB, absorbance growth | inhibition, % at 11.9 µM | hit rate 0.29% among 330,000; in the data active = inhibition above about 12%;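 note: 0% = vehicle wells of infected cells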
# Ecoli viability: bacterial growth inhibition, counter-screen for AddAB inhibitors. E. coli V3065 growth, OD600 absorbance, 18 h. inhibition, % at 11.9 µM. hit rate 0.27% among 330,000. AID 449728;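 active = inhibition above the campaign's mean inhibition across all tested compounds plus 3 SD, cut at about 9.9% in these data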;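 note: uninfected addAB+ strain grown without phage in ampicillin broth; 0% = DMSO wells and 100% = ciprofloxacin 0.95 µg/ml wells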
# PfHsp90 yeast 2: growth inhibition of yeast expressing Plasmodium Hsp90; inhibition, % at 9.4 µM; hit rate 0.32% among 310,000; AID 504621; S. cerevisiae expressing PfHsp90, BacTiter-Glo ATP, 48 h; yeast lacking PDR1 and PDR3 efflux regulators;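 active = every replicate shows inhibition above about 80%, whatever the replicate mean, limit read from the data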;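 note: 0% = DMSO neutral controls and 100% = 20 µM radicicol positive controls; yeast relying on Plasmodium falciparum Hsp90 in place of its own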
# * hit, by the source's call; . = no result given. The order is random; overall some 3.2% were active at least once.
Molecule	HTR5A inv ag	OPRM1-OPRD1 inv	HTR5A ag ctr	phage Ecoli inh	MOR-DOR ag	Pemphigus Ab inh	SUMO Mot1 rescue	PKA-R1A act	AddAB inh	Ecoli viability	PfHsp90 yeast 2
CSc1ncccc1C(=O)NC(C)C1CC2CCC1C2 (configuration not stated)	3	11	1	0.4	-2.2	86	4	8	-0.4	0.3	-9
C=CCSc1nc(C)cc(/C=C\c2ccccc2)c1C#N	8	3	-3	2.5	-0.6	108	1	2	2.4	0.7	.
O=C(NCc1nnnn1-c1ccc(Cl)cc1)c1ccc(Br)o1	1	11	0	3.7	-1.7	100	-27	3	2.8	3.1	.
Cn1c(SCC(=O)NN2C(=O)NC(C)(c3ccccc3)C2=O)nnc1-c1ccncc1 (configuration not stated)	16	17	-2	1.7	-4.4	102	3	7	1.7	0.3	.
Cc1ccc(C2=NN(CC(=O)O)C(=O)CC2)cc1	4	18	-1	0.7	-4.0	101	-14	-2	-0.1	1.1	12
CC(C)N(C(=O)COC(=O)c1cc(Cl)cc(Cl)c1N)C(C)C	-9	-27	1	2.3	5.9	100	-8	8	2.8	2.0	.
Cc1ccn2cc(CCNC(=O)CC3CCCCC3)nc2c1	16	3	4	1.8	-0.4	149	2	-22	-1.2	-0.2	-17
CCOc1ccc(NC(=O)CN(C)C(=O)Cn2cnc3c2c(=O)n(C)c(=O)n3C)cc1OCC	.	.	.	1.2	.	102	1	0	1.7	3.2	-29
S=C(N/N=C/c1ccc(Cl)c(Cl)c1)Nc1ccccc1Cl	-16	-12	3	2.1	2.5	109	-2	-7	-2.0	-1.1	2
Cc1ccc(NC(=O)COC(=O)c2ccc([N+](=O)[O-])o2)cc1S(=O)(=O)N1CCCCCC1	-15	10	-4	-1.5	-2.0	113	6	-8	0.7	0.8	.
COC(=O)c1[nH]c2cccc(OC)c2c1NC(=O)CCN1CCN(c2ccccc2OC)CC1	-9	-7	3	-0.2	1.3	100	3	-8	0.4	-0.8	7
Cc1ccc(N=C2C(=O)Nc3ccccc32)c(C)c1	13	54*	-3	3.0	-9.8	90	427	-13	2.4	1.0	-9
COc1ccc(CCN2C(=O)c3ccccc3C2(O)c2ncc[nH]2)cc1OC (configuration not stated)	5	6	2	3.0	-1.1	96	-24	-3	-1.3	0.5	-32
Cc1ccc(NC(=O)CN(C)S(=O)(=O)c2ccc3c(c2)n(C)c(=O)c(=O)n3C)cc1	-12	19	0	2.8	-3.9	103	254	-20	-0.1	1.3	10
CCOC(=O)COc1nc(-c2ccc(Cl)cc2)cc(-c2ccco2)c1C#N	-1	9	-5	2.0	-1.8	100	1	1	4.1	0.8	-17
CCc1noc(C)c1C(=O)Nc1ccc(Cl)c(S(=O)(=O)N2CCCCC2)c1	-16	-16	5	-2.1	2.4	99	-7	-11	1.4	1.6	7
O=C(CSc1nnc(-c2cccs2)n1C1CC1)NCC1CCCO1 (configuration not stated)	2	2	-1	-0.3	-0.5	99	-5	-3	-0.3	2.5	7
COC(=O)c1ccc2nc(NC(=O)COC(=O)CSc3nc(C)cc(C)n3)sc2c1	7	12	-2	-0.9	-2.3	103	4	7	2.8	-0.9	-4
O=c1c2[nH]c3ccccc3c2ncn1CCN1CCCCC1	-12	10	-1	-0.6	-1.7	.	-1	-3	0.7	0.8	-3
CCCN(C(=O)COC(=O)CCOc1ccccc1)c1c(N)n(Cc2ccccc2)c(=O)[nH]c1=O	12	18	-5	3.8	-3.2	122	498	-12	0.3	1.2	14
O=C(CSc1nc2ccccc2c(=O)n1-c1ccc(Cl)cc1)N/N=C/C=C/c1ccccc1[N+](=O)[O-]	4	-6	-1	1.3	1.1	93	2	1	1.6	-1.6	-135
Cc1nc2ccc(NC(=S)N3CCOCC3)cc2nc1C	-1	-17	0	2.2	3.4	100	3	-11	2.9	1.1	12
Cc1c(/C=N\NC(=O)c2ccc([N+](=O)[O-])cc2)cnn1C	0	-7	0	4.1	1.4	100	-20	-1	3.2	0.3	11
CCc1nnc(NC(=O)CCC(=O)N2CCCC2)s1	-37	10	3	3.0	-1.6	94	-1	9	-5.3	-0.6	12
COc1ccc(/C=C(/NC(=O)c2cccs2)C(=O)N2CCOCC2)cc1OC	2	14	8	1.1	-2.7	101	11	-3	2.5	1.7	2
Cc1ccc(CSc2nc(N)cc(N)n2)cc1	5	11	-1	4.5	-2.4	108	-23	-8	4.9	1.2	-5
O=C(OCCOCCN=C1NS(=O)(=O)c2ccccc21)c1ccncc1	6	2	-2	4.5	-0.3	.	-2	2	-0.4	1.3	-8
O=C1C(Oc2ccccc2)C(c2ccc3c(c2)OCO3)N1CCc1ccc(F)cc1 (configuration not stated)	-23	-12	3	1.0	2.2	110	27	5	3.5	2.7	0
COc1cccc(NC(=O)C2CCOC2=O)c1 (configuration not stated)	.	.	.	0.4	.	101	0	.	-0.8	1.6	.
CCCCC(NC(=O)COc1cc2c(c3oc(=O)cc(C)c13)CCC(C)(C)O2)C(=O)O (configuration not stated)	-3	9	1	1.8	-1.8	115	3	0	-1.8	-1.9	-12
O=C1C=C(c2ccc(F)nc2)C[C@@H](c2ccc3c(c2)OCO3)C1	4	13	1	3.8	-2.8	99	-2	8	1.7	0.8	9
c1ccc2c3c([nH]c2c1)C(C1CCCCC1)N(Cc1ncc[nH]1)CC3 (configuration not stated)	10	-3	-4	1.9	0.4	89	-8	-9	1.4	-0.1	21
O=C(NCc1ccccn1)Nc1ccc(Cl)c(Cl)c1	-2	-2	-1	3.9	0.4	99	-18	-12	1.6	1.7	24
O=C(Nc1ccc(Cl)cc1)c1nc[nH]c1C(=O)N1CCc2ccccc2C1	-12	3	0	2.5	-0.5	108	8	-10	1.5	-1.5	-2
COc1ccc([C@@H]2CC=C(C(=O)O)[C@H](c3cccc(Cl)c3)N2S(=O)(=O)c2ccc(Cl)cc2)cc1	5	2	2	2.1	-0.4	102	-1	3	0.3	0.2	-41
O=[N+]([O-])c1ccc(-c2cc(-c3ccncc3)nc3ccc4ccccc4c23)cc1	3	7	2	-0.1	-1.3	94	.	-10	.	.	6
C=CCc1cc(C)cc(C)c1OCCn1cncn1	-6	9	0	1.6	-1.6	106	-11	-2	3.2	0.6	1
COc1ccc(CNC(=S)Nc2ccccc2Cl)cc1	-11	14	4	2.2	-2.7	110	16	-3	0.2	1.4	10
COc1cc(/C=C/C(=O)OCC(=O)N2CCN(S(=O)(=O)c3ccc(C)cc3C)CC2)cc(Cl)c1OC	-1	-12	0	2.9	1.8	86	.	-1	.	.	5
COc1ccccc1C(=O)N(Cc1cccs1)C1CCS(=O)(=O)C1 (configuration not stated)	2	4	2	-0.8	-0.7	95	381	-4	-0.3	-0.7	2
COc1ccccc1/C=C/C(=O)NCC(=O)N/N=C(/C)c1ccco1	0	4	1	2.0	-0.6	113	153	0	-0.7	-1.6	-2
CN(C)C(=O)CN(c1ccc(F)c(Cl)c1)S(C)(=O)=O	-1	10	-1	-0.2	-2.2	119	-11	-8	1.1	0.9	8
O=C(c1ccc(S(=O)(=O)N2CCCCC2)cc1)N1CCN(c2ccccc2)CC1	-2	11	5	2.0	-2.1	99	-13	4	0.7	-1.6	.
Fc1ccc(-c2n[nH]c(=S)n2CC2CCCO2)cc1 (configuration not stated)	18	-16	-2	1.1	3.3	.	393*	-9	-0.2	0.5	-19
COc1ccc(/C=N/Nc2nc3ccccc3c(=O)[nH]2)cc1	-13	7	0	2.1	-1.4	107	-8	4	2.6	-1.6	-17
CC1CCc2sc(C(=O)NNC(=S)NCC3CCCO3)cc2C1 (configuration not stated)	12	12	-3	-0.2	-3.7	106	-11	-11	1.5	1.4	-15
O=C(c1ccccc1)c1ccc2nc(-c3ccc(NC(=O)c4ccccc4F)cc3)[nH]c2c1	3	-21	-1	2.6	4.4	97	144	-1	1.4	0.6	-29
CC(=O)N1CCN(CCN=CC2=C(O)CC(C)(C)CC2=O)CC1	-33	2	-3	0.8	-0.3	99	-4	-16	-2.0	-2.4	.
COc1ccc(CNC(=O)CCNS(=O)(=O)c2ccc(NC(C)=O)cc2)cc1OC	-7	17	3	2.6	-4.6	.	17	-17	2.2	0.9	2
C=CCOCCN(CC)CC	-2	16	1	1.8	-3.2	88	-9	-10	.	.	5
CCOC(=O)c1c(NC(=O)C2C3C=CC(CC3)C2C(=O)O)sc(C)c1CC (configuration not stated)	6	5	4	1.9	-1.0	95	-7	10	0.8	-1.0	1
CCOc1ccc(-c2nc(CSCC(=O)NC3CCCc4ccccc43)c(C)o2)cc1 (configuration not stated)	-14	-7	-1	3.4	1.3	104	-17	-23	2.9	0.2	.
COc1ccc(S(=O)(=O)NC2CC2)cc1Cl	9	0	-2	-3.6	0.0	94	-6	3	-2.6	-2.2	-16
COc1ccccc1NC(=O)CCN1C(=O)/C(=C\c2cc(OC)c(OC)c(OC)c2)SC1=S	-11	-6	2	2.4	1.2	.	-12	-4	-0.3	0.9	-25
O=C(N/N=C/c1ccccn1)c1cc(-c2ccc(Cl)s2)[nH]n1	-44	-27	-2	-2.1	3.8	116	-8	7	1.0	0.0	-11
O=[N+]([O-])c1ccc(C[n+]2ccc(Cc3ccccc3)cc2)cc1	-2	-36	1	4.2	6.3	101	8	0	3.6	-0.2	-13
O=C(COc1cc(Cl)c(Cl)cc1Cl)Nc1cccc(O)c1	7	-40	-2	1.2	7.9	92	-19	4	1.6	-0.7	-28
C/C(=C\c1ccccc1)CN1CCC(C(=O)N2CCCC(C)C2)CC1 (configuration not stated)	1	-8	-1	3.2	1.1	91	5	-5	1.0	-1.1	.
COc1ccc(-c2n[nH]c(=S)n2-c2cc(OC)ccc2OC)cc1	5	6	-2	0.9	-1.1	96	12	-16	-1.4	-3.3	22
CCc1sc(C(=O)Nc2ccc(N3CCOCC3)cc2)cc1C	4	2	-1	3.2	-0.4	116	31	3	2.4	4.9	-4

# Next records:
Molecule	HTR5A inv ag	OPRM1-OPRD1 inv	HTR5A ag ctr	phage Ecoli inh	MOR-DOR ag	Pemphigus Ab inh	SUMO Mot1 rescue	PKA-R1A act	AddAB inh	Ecoli viability	PfHsp90 yeast 2
CC(=O)N1CCOc2cc(S(=O)(=O)NCc3ccc(F)cc3)c(C)cc21	-5	7	2	3.2	-1.3	107	-2	-11	6.4	-1.2	-8
CC(C)C(=O)Nc1ccc(C(=O)NNC(=S)NC(=O)c2ccccc2[N+](=O)[O-])cc1	-18	18	-6	-2.1	-3.4	105	-1	-7	0.7	-1.2	.
COc1ccc(N(C(=O)c2ccncc2)S(=O)(=O)c2ccc3c4c(cccc24)C(=O)N3C)cc1	2	0	-1	3.4	0.0	101	-3	7	0.7	3.4	3
Cc1cccc(NS(=O)(=O)c2nnc(NC(=O)c3ccc(C)c(C)c3)s2)c1	-11	0	4	0.2	-0.1	103	-9	-2	0.7	-0.6	-3

# Assay outcomes from PubChem BioAssay.
